# Bioassay records from PubChem BioAssay.
# FLuc stim CS: affects firefly luciferase, flagging false hits in luciferase stimulation screens | ATPlite luciferase biochemical, luminescence, 10 min; 0 = ATP-free wells, 1 = DMSO control | AID 1027 | P08659 | 200,000 tested, under 10 active | activation factor at 10 µM;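 active means luciferase activation factor, scaled between plate controls, of at least 2 with compound at 10 µM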
# Target sequence (P08659 whole entry, looked up): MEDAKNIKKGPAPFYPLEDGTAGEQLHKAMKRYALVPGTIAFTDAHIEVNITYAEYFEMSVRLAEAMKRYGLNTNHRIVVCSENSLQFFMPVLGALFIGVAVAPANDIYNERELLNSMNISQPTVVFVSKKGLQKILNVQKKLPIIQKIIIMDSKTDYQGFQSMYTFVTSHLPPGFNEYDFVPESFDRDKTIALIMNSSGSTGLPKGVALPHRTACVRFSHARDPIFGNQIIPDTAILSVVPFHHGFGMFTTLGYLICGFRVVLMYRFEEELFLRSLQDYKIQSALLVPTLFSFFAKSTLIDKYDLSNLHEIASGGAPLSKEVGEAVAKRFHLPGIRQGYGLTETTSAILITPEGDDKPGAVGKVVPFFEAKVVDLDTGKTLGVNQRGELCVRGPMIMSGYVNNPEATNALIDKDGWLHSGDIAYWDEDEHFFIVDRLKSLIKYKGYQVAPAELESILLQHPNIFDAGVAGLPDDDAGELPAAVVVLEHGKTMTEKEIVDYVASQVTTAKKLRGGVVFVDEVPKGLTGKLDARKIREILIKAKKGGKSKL
#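 Material: Luciferase/luciferin reagent mix | Doses: Test compounds dosed from 2 mM stocks in 100% DMSO | Timing: 10 min incubation after luciferase reagent addition, room temperature | Measured by: Luminescence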
# Diaph inh CS: counter-screen for diaphorase-based assays: diaphorase inhibitors and chemical oxidizers; inhibition, % at 20 µM; 190,000 compounds, 0.69% hits; diaphorase resazurin-to-resorufin fluorescence, NADH, 16 min; bacterial (C. kluyveri) enzyme, not human;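 active means primary screen inhibition at 20 µM above a set limit, cut at about 50% in these data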;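 further: plate controls were DMSO with full reaction for no effect and wells lacking NADH for full effect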
#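 Test system: Clostridium kluyveri diaphorase enzyme / Quantity: diaphorase at 0.14 U/mL in enzyme working solution / Incubation: 16-min room-temperature incubation before reading / Benchmarks: NADH-free wells as positive control, DMSO-only neutral wells / Signal: resorufin fluorescence 544/590 nm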
# G6PDH CS: counter-screen for G6PDH assay hits: L. mesenteroides G6PDH inhibition. Purified L. mesenteroides G6PDH, diaphorase/resazurin coupled fluorescence, 45 min. inhibition, % at 5 µM. 200,000 compounds, 0.12% hits. AID 1020; in the data active means inhibition above about 50%
# TNAP inh no acc: inhibitors of human TNAP without phosphate acceptor; P05186; purified TNAP, CDP-star luminescence, 30 min; inhibition, % at 20 µM; 200,000 compounds, 0.26% hits; AID 1012;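 active means tissue-nonspecific alkaline phosphatase inhibition above about 50% at 20 µM in the single-dose screen, limit read from the data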;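 further: 0% = DMSO negative control and 100% = EDTA positive control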
# Target sequence (P05186 whole entry, looked up): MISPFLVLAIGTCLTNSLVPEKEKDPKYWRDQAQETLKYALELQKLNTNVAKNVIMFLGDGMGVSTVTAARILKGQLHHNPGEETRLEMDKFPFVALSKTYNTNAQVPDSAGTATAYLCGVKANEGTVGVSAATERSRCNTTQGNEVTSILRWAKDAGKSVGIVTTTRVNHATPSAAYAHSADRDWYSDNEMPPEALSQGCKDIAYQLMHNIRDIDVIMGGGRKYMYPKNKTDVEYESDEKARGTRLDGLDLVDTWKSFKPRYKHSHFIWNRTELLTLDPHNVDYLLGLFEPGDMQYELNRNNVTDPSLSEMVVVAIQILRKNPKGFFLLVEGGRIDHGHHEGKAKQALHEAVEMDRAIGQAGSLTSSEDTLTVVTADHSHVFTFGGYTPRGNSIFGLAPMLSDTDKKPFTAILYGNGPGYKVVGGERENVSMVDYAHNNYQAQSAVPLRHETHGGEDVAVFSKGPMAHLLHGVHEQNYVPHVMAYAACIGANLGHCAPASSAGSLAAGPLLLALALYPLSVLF
# Diaphorase act: counter-screen for diaphorase-based assays: diaphorase activators and chemical reducers. Diaphorase/resazurin coupled assay, resorufin fluorescence, 16 min; hits give high values; 1 = vehicle wells, 0 = NADH-free wells. activation factor at 20 µM. 190,000 compounds, 0.005% hits. AID 1229;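 active means diaphorase activity raised at least twofold by the compound at 20 µM; inactive means activation factor below 2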
#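 Test system: Clostridium kluyveri diaphorase, purified enzyme; input: enzyme 0.07 U/mL final; buffer or medium: 50 mM HEPES pH 7.4 with 4.542 mM MgCl2, 0.005% Tween 20; also added: 0.114 mM NADH and 0.1 mM resazurin, final amounts; schedule: 16 min enzyme reaction, ambient temperature; technique: fluorescence of resorufin, 544 nm excitation, 590 nm emission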
# PMI act hi M6P: activators of human phosphomannose isomerase at near-saturating mannose 6-phosphate; P34949; coupled PMI enzyme assay, resazurin fluorescence, 20 min; hits give high values; 1 = untreated enzyme, 0 = substrate-free blank; activation factor at 20 µM; 190,000 compounds, 0.34% hits; AID 1216;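 active means activation factor of 2 or more at 20 µM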
#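 Test system: human phosphomannose isomerase with PGI, G6PDH, diaphorase coupling enzymes; Amount: PMI at 15 ng/mL final; Reagent: Mannose-6-phosphate 1.0 mM (near-saturating) plus 0.22 mM NADP+; Timing: 20 min, room temperature; Technique: resorufin fluorescence at Ex 544/Em 590 nm; Dosing: 20 µM single dose.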
# TNAP act hiacc: activators of human TNAP at high phosphate acceptor concentration; P05186; activation factor at 20 µM; 200,000 tested, under 10 active; purified TNAP, CDP-star luminescence, 1 M DEA, 30 min; hits give high values; 0 = EDTA background, 1 = DMSO-only activity;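 active means activation factor at least 2 at 20 µM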
#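 Test system – human TNAP · Doses – 20 µM single point · Incubation – 30 min, room temperature · Signal – luminescent substrate turnover signal · Read-out basis – activation factor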
# HMGR II inh: inhibitors of class II HMG-CoA reductase from Enterococcus faecalis. 190,000 compounds, 0.41% hits. inhibition, % at 10 µM. AID 1066. purified E. faecalis HMGR, NADPH absorbance 340 nm kinetic;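 active means inhibition above a set limit, the median over all tested compounds plus 3 SD, cut at about 9.5% in these data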;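 further: enzyme runs in reverse so mevalonate oxidation gives rising NADPH absorbance; 0% = complete reaction with DMSO and 100% = background rate lacking mevalonate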
# TNAP inh hiacc: inhibitors of human TNAP at high phosphate acceptor concentration; P05186; purified TNAP, CDP-star luminescence, 1 M DEA; inhibition, % at 20 µM; 200,000 compounds, 0.03% hits;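 active means over 50% inhibition of tissue-nonspecific alkaline phosphatase at 20 µM in the single-dose screen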;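 further: plate controls were DMSO wells for no effect and EDTA-quenched wells as full inhibition for full effect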
# PMI act: activators of human phosphomannose isomerase; P34949; purified human PMI, coupled resazurin fluorescence, 20 min; hits give high values; 1 = vehicle control, 0 substrate-free wells; activation factor at 20 µM; 190,000 compounds, 0.005% hits; AID 1214;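 active means activation factor of 2 or more at 20 µM, relative to plate controls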
# * hit, by the source's call; . = not tested or not shown.
# Values run as follows: FLuc stim CS	Diaph inh CS	G6PDH CS	TNAP inh no acc	Diaphorase act	PMI act hi M6P	TNAP act hiacc	HMGR II inh	TNAP inh hiacc	PMI act
N#CCCn1c(SCC(=O)N2CCN(S(=O)(=O)c3ccccc3)CC2)nc2ccccc21
 : 1	11	-1	-16	0.9	1	1.1	-2	-8	1.1
CC(C)CC[n+]1ccn(C2=C([O-])c3ccccc3C(=O)/C2=N\S(=O)(=O)c2ccccc2)c1
 : 0.9	11	53*	14	0.9	0.5	0.8	-5	18	0.9
Nn1c(Cc2ccc(Br)cc2)n[nH]c1=S
 : 1	27	-1	12	0.7	0.5	1.1	0	-6	0.3
CC12CCC(C(=O)Nc3cc(Cl)ccc3Cl)(C(Br)C1=O)C2(C)C (configuration not stated)
 : 1	5	-4	-4	0.9	0.9	1	1	0	1
CCOC(=O)CNC(=O)/C=C/c1ccc2c(c1)OCO2
 : 0.8	6	2	-7	0.9	0.9	1	-6	-3	1
Cc1ccc(C)c(NC(=O)c2ccccc2Sc2ccc([N+](=O)[O-])cc2Cl)c1
 : 1.1	15	-10	-5	0.9	1	1	-4	0	0.9
O=C(CSc1nc2ccccc2o1)Nc1nc(-c2ccccc2)cs1
 : 1	24	13	-26	0.8	0.9	1	-1	-1	0.8
COC(=O)c1cn(NC(=O)c2cc(OC)c(OC)c(OC)c2)c(=O)c2ccccc12
 : 1	5	-2	-4	1	0.9	1	-13	4	0.9
Cc1ccc(S(=O)(=O)/N=C2/NC(=O)/C(=C/c3ccc(Br)o3)S2)cc1
 : 1	2	8	-3	1	1.2	0.9	1	9	1.1
O=c1n(-c2ccccc2)c(=O)n2n1CC(O)C2
 : 1	5	2	-9	0.9	1.1	1	-1	-2	1.1
CCc1ccccc1NC(=S)N(CCCN1CCOCC1)Cc1cccs1
 : 1	6	-4	-11	0.9	1	1	-5	-1	1
Cn1c(N2CCN(C(=O)Nc3ccc(C(F)(F)F)cc3)CC2)nc2ccccc21
 : 1	4	1	-8	1	1	1	-1	0	1
O=C(CS(=O)c1ccc(F)cc1)Nc1ccccc1Cl (configuration not stated)
 : 1	2	15	-6	1	1	1	3	-3	1
C(=N\C(/N=C/c1ccco1)c1ccco1)/c1ccco1
 : 1	32	6	-6	0.7	0.7	1	0	-2	1
CC(=O)c1ccc(NC(=S)NC(C)CCc2ccccc2)cc1 (configuration not stated)
 : 1.1	30	13	-7	0.7	1	1.1	5	-10	0.9

# (more compounds)
# Values run as follows: FLuc stim CS	Diaph inh CS	G6PDH CS	TNAP inh no acc	Diaphorase act	PMI act hi M6P	TNAP act hiacc	HMGR II inh	TNAP inh hiacc	PMI act
CC1Cc2ccccc2N1S(=O)(=O)c1cccc(C(=O)NC2CC2)c1 (configuration not stated)
 : 1.1	25	1	-13	0.8	1	1.1	-3	-6	0.9
CCc1nnc(NC(=O)CSc2ncc(-c3ccccc3)n2CC)s1
 : 1.1	-1	26	5	1	1	1	1	-5	1
CSc1cccc(NC(=O)CSc2ccc(C)cc2)c1
 : 1	12	-2	-17	0.9	1	1.1	-1	-7	1
COc1ccc(C(=O)NC(=S)N2CCCc3ccccc32)cc1OC
 : 1	15	4	-11	0.9	0.6	1	-2	-2	0.9
O=c1c2c(nc3cc(-c4ccc(F)cc4)[nH]n13)CCCC2
 : 0.3	-2	8	1	1	1	1.1	-4	-8	1
CCOC(=O)C1(CCc2ccccc2)CCN(Cc2cccc3nccnc23)CC1
 : 1	6	15	0	0.9	0.9	1	-1	0	0.9
CNCC(=O)Nc1c(C)n[nH]c1C
 : 1	10	-7	1	0.9	1.2	1	-5	0	1.2
COC(=O)C(=O)Nc1nnc(COc2ccccc2)s1
 : 1	8	1	-7	0.9	1	1	1	-3	1
COC(=O)c1ccc(Cn2nc(C)cc2C)cc1
 : 1.1	3	-1	-12	1	1.1	1.1	4	-8	1.1
COc1ccc(-c2cc(C(=O)NN)[nH]n2)cc1OC
 : 1	8	13	30	0.9	1	1	8	4	1
CCN(CC)CCNC(=O)c1ccc(NC(=O)Cc2ccccc2F)cc1
 : 1	-1	2	-14	1	1.1	1	4	-3	1.1
Fc1ccc(NC(=S)NC2CCCCC2)c(F)c1F
 : 1	14	18	-15	0.9	0.9	1	-5	-4	0.8
COc1cc(OC)cc(C(=O)Nc2ccc(-c3nc4ccccc4o3)cc2)c1
 : 1.1	32	0	-5	0.7	0.8	1	0	-3	0.9
COc1cc(CN2CCNC(=O)C2CC(=O)N(C)Cc2cccnc2)cc(OC)c1 (configuration not stated)
 : 1	.	11	-4	.	.	1	-1	-3	.
CCN1CCN(c2ccc(N=Cc3ccc(O)cc3O)cc2)CC1
 : 0.7	-39	8	7	1.4	0.8	1	0	1	0.9

# The results go on.
# Values run as follows: FLuc stim CS	Diaph inh CS	G6PDH CS	TNAP inh no acc	Diaphorase act	PMI act hi M6P	TNAP act hiacc	HMGR II inh	TNAP inh hiacc	PMI act
CCNc1ccc(C(=O)OCC)cc1NC(=O)c1cccc(S(=O)(=O)N(C)c2ccccc2)c1
 : 1.1	29	-12	-2	0.7	0.5	0.9	3	6	0.7
CN(CCO)C1=NS(=O)(=O)c2cc([N+](=O)[O-])ccc21
 : 1	3	0	-3	1	1.2	1	-1	-2	1.2
O=C(N/N=C/c1ccc2c(c1)OCO2)c1cccs1
 : 0.2	-2	-7	-8	1	0.9	1	-1	-2	1.1
O=C(N/N=C\c1ccco1)Nc1cccc(Cl)c1
 : 0.9	7	-4	0	0.9	1	1	-1	3	0.9
CCC(C(=O)NCc1ccco1)N(C(=O)CNS(=O)(=O)c1ccccc1)c1ccccc1C (configuration not stated)
 : 1	10	2	-12	0.9	1	1.1	-2	-7	1
CC(NC(=O)COC(=O)c1ccccc1Nc1ccccc1)c1ccccc1 (configuration not stated)
 : 1.1	6	-9	-8	0.9	1.1	1	-3	-2	1
Cn1cccc1/C=C1\SC(=S)N(NC(=O)c2ccccc2Cl)C1=O
 : 1	21	-2	24	0.8	1	0.7	-1	30	0.8
COc1ccc(CCNC(=O)C23CN(Cc4ccccc4)CC2C(c2ccc([N+](=O)[O-])cc2)=NO3)cc1 (configuration not stated)
 : 1.1	-2	11	5	1	1.2	1.1	0	-7	1.1
CCn1cc(Cl)c(C(=O)Nc2cccc(C(F)(F)F)c2)n1
 : 1	-6	5	-8	1.1	1.1	1	4	-3	1.1
O=C(NCc1ccc(F)cc1)c1cnn2ccccc12
 : 0.8	11	5	-9	0.9	1	1.1	4	-5	1.1
O=c1cc(CNc2ccc(Br)cc2)nc2sccn12
 : 1	8	8	-18	0.9	1	1	-8	0	1
S=C(c1ccc(-c2cccc(Cl)c2)o1)N1CCCCC1
 : 0.5	18	-2	-13	0.8	0.9	1	-4	0	0.9
CC(=O)c1ccc(NC(=O)CSc2nnc(Cn3cnc4ccccc43)o2)cc1
 : 1	12	5	-16	0.9	1.1	1	-6	2	1
CC(C)Cn1c(SCC(=O)NCc2ccc(Cl)cc2)nnc1-c1cccc(S(=O)(=O)N2CCOCC2)c1
 : 1	10	13	-4	0.9	1	1	1	0	1
Cc1ccc2nc(C3CCCN(C(=O)NCc4ccccc4)C3)[nH]c2c1 (configuration not stated)
 : 1	9	0	-1	0.9	1	1.1	-9	-6	1

# Overlap with the part before: 6 entries; new compounds follow.
# Values run as follows: FLuc stim CS	Diaph inh CS	G6PDH CS	TNAP inh no acc	Diaphorase act	PMI act hi M6P	TNAP act hiacc	HMGR II inh	TNAP inh hiacc	PMI act
O=C(NCc1ccc(F)cc1)c1cnn2ccccc12
 : 0.8	11	5	-9	0.9	1	1.1	4	-5	1.1
O=c1cc(CNc2ccc(Br)cc2)nc2sccn12
 : 1	8	8	-18	0.9	1	1	-8	0	1
S=C(c1ccc(-c2cccc(Cl)c2)o1)N1CCCCC1
 : 0.5	18	-2	-13	0.8	0.9	1	-4	0	0.9
CC(=O)c1ccc(NC(=O)CSc2nnc(Cn3cnc4ccccc43)o2)cc1
 : 1	12	5	-16	0.9	1.1	1	-6	2	1
CC(C)Cn1c(SCC(=O)NCc2ccc(Cl)cc2)nnc1-c1cccc(S(=O)(=O)N2CCOCC2)c1
 : 1	10	13	-4	0.9	1	1	1	0	1
Cc1ccc2nc(C3CCCN(C(=O)NCc4ccccc4)C3)[nH]c2c1 (configuration not stated)
 : 1	9	0	-1	0.9	1	1.1	-9	-6	1
Cc1ccc(-c2cnc(NCc3cc4c(cc3[N+](=O)[O-])OCO4)n2C)cc1C
 : 1	6	10	3	0.9	0.6	1	5	0	0.9
O=C(CC1C(=O)N(c2ccccc2)C(=O)N1Cc1ccco1)Nc1ccccc1 (configuration not stated)
 : 1	4	6	-6	1	1.1	1.1	-4	-6	1.1
CSc1nc(C)cc(NC(N)=O)n1
 : 1	10	11	-10	0.9	0.9	1.1	0	-5	0.8
CCNC(=S)N1CCN(c2ncccn2)CC1
 : 1	5	0	-11	0.9	0.9	1	-2	-3	0.8
CC/S(C)=N/S(=O)(=O)c1ccc(C)cc1 (configuration not stated)
 : 1	6	6	-8	0.9	0.9	1	-6	-2	1
COc1ccc([N+](=O)[O-])cc1NC(=O)C(C)Sc1ccc(C)cc1 (configuration not stated)
 : 1	42	-10	4	0.6	1.1	0.9	1	9	0.9
Cc1cc(NC(=O)CSc2n[nH]c(N)n2)no1
 : 1	0	10	2	1	0.9	1	-3	-4	1
O=C1CCCC/C1=C\Nc1ccc(Cl)cn1
 : 1	3	18	-13	1	1	1.1	-3	-5	1
CCN(CC)CCNC(=O)C(C(=O)c1ccccc1)n1ccccc1=O (configuration not stated)
 : 1.1	16	-8	-10	0.8	1	1.1	-1	-7	1
Cc1ccccc1OCc1nc2ccccc2c(=O)n1/N=C/c1ccco1
 : 1	16	1	6	0.8	1	1	-2	2	1
c1ccc(CN2CCN(c3nc4ccccc4c4ccccc34)CC2)cc1
 : 1	19	3	-5	0.8	0.9	1	-6	-1	0.8
CCOC(=O)Nc1ccc2c(c1)N(C(=O)N1CCN(C)CC1)c1ccccc1CC2
 : 0.7	14	27	-8	0.9	0.9	1.1	13*	-6	0.8
Cc1ccc(C)c(NC(=S)N2CCC(c3nc4ccccc4s3)CC2)c1
 : 1	8	4	1	0.9	1	0.9	-4	7	1
CCC(=O)Nc1ccc(C(=O)CSc2nc3ccc(C)cc3[nH]2)cc1
 : 1.1	14	-14	-44	0.9	1	1	3	4	1
